High-throughput results as filed in PubChem BioAssay.
NALP1 yeast inh: inhibitors of NALP1 inflammasome in yeast. S. cerevisiae NALP1/ASC/caspase-1 growth, X-gal OD620, 72 h. inhibition, % at 10 µM. 280,000 compounds, 0.61% hits. AID 2071; in the data active = inhibition mostly above about 24%, no sharp cut-off; inactive = mostly below about 32%; note: some compounds called inactive have numbers as strong as hits
pCIP destab: compounds decreasing mouse p/CIP protein stability | F442A p/CIP-EGFP cells, EGFP fluorescence, 16 h | decrease of EGFP signal, % at 10 µM | 290,000 compounds, 0.01% hits | AID 1984;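 active = EGFP signal decrease of at least 30% at 10 µM or well 3 SD below plate mean, unless failing retest; inactive = the rest, including hits failing retest or dose response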; note: some compounds called inactive have numbers as strong as hits; many of its hits are not listed in these tables
Target sequence (Q05BA5 1-1403): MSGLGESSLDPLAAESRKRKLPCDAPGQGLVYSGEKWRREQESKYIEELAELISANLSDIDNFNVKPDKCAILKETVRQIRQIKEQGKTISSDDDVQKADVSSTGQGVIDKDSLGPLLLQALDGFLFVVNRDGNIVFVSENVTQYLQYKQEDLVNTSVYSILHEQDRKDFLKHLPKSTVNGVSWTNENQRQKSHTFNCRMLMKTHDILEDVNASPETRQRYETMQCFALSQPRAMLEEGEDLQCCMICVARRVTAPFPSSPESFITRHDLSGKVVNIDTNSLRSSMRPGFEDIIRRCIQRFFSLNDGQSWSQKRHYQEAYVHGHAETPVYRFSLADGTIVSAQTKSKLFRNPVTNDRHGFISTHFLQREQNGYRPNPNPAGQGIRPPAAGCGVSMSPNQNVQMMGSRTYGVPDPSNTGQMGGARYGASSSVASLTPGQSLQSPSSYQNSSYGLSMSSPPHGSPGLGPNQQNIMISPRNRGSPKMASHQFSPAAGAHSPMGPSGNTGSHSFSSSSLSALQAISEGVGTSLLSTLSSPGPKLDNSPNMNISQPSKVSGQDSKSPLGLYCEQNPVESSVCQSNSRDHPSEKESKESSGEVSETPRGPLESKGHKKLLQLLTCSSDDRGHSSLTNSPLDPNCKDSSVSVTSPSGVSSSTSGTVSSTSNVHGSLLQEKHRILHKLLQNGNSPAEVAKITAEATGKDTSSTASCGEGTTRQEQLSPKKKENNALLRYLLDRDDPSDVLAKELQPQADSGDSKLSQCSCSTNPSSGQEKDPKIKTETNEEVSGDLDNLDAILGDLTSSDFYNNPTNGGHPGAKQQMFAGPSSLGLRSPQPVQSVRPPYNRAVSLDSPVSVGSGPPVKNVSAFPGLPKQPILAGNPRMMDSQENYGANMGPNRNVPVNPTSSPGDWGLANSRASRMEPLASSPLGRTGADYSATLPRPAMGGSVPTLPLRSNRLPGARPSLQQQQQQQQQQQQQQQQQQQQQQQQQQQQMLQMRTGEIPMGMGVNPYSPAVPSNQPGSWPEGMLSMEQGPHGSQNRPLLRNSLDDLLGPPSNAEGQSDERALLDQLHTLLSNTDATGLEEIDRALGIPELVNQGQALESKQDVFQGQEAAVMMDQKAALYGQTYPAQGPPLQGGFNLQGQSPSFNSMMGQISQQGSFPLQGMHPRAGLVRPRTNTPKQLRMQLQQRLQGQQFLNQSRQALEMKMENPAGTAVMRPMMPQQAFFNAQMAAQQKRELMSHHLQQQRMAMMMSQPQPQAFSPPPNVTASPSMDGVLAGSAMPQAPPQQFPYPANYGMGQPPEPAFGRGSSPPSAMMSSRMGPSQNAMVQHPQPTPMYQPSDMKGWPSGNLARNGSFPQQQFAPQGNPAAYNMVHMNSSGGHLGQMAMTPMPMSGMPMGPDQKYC
VIM-2 inhibitor: blocks Pseudomonas aeruginosa VIM-2 metallo-beta-lactamase; purified VIM-2, nitrocefin hydrolysis, epi-absorbance fluorescence; inhibition, % at 5.6 µM; 290,000 compounds, 0.89% hits;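 active = inhibition above the mean of all tested compounds plus 3 SD, cutoff set per screening run, cut at about 7.5% in these data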;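 note: red hydrolysis product quenches plate fluorescence so inhibitors raise well fluorescence; 0% = enzyme with DMSO and 100% = DMSO without enzyme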
IDE inh: inhibitors of human insulin-degrading enzyme in cells; inhibition, % at 5.59 µM; P14735; HEK cells, FAbetaB cleavage, fluorescence polarization; 320,000 compounds, 0.41% hits;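 active = percent inhibition above the average of all tested compounds plus 3 SD, set per screening campaign, cut at about 16% in these data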;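 note: IDE supplied by intact live HEK cells; FP after avidin binding of uncleaved biotin substrate so inhibition keeps polarization high; 0% = DMSO wells and 100% = 60 µM reference IDE inhibitor Ii1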
PHOSPHO1 inh: PHOSPHO1 (human) inhibition. Q8TCT1. recombinant PHOSPHO1, absorbance phosphatase assay. inhibition, % at 13.3 µM. 290,000 compounds, 1.1% hits. AID 1565; in the data active = inhibition above about 60%
GPR7 antag: antagonists of human GPR7 (neuropeptides B/W receptor 1); P48145; 290,000 compounds, 1.1% hits; inhibition, % at 4.4 µM; GPR7-expressing cells, fluorescence antagonist assay; in the data active = inhibition above about 16%, passing the limit was not always enough;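 note: cells stimulated with the agonist NPW; 0% = agonist with vehicle and 100% = vehicle without agonist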
IDE cell activ: activators of human insulin-degrading enzyme in cells. activation, % at 5.96 µM. HEK cells, FAbeta-B cleavage, fluorescence polarization; 0% vehicle, 100% cell-free pure enzyme wells. AID 493087. 340,000 compounds, 0.073% hits;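 active = activation above the mean of all tested compounds plus 3 SD, set per screening campaign, cut at about 17% in these data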
IMP-1 inhibitor: inhibitors of Pseudomonas aeruginosa IMP-1 metallo-beta-lactamase; AID 1556; 290,000 compounds, 0.45% hits; inhibition, % at 5.6 µM; purified IMP-1, nitrocefin hydrolysis, epi-absorbance fluorescence;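 active = inhibition above the mean plus 3 SD of all compounds in the same screening run, cut at about 4.5% in these data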;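 note: 0% = IMP-1 with DMSO and 100% = DMSO wells lacking enzyme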
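System: purified recombinant IMP-1 beta-lactamase. Medium: Zinc- and detergent-supplemented HEPES buffer, pH 7.1. Compound: one 5.6 µM dose […]. Schedule: 15 min preincubation plus 25 min reaction at 25 °C. Technique: Epi-absorbance fluorescence, 480 nm excitation, 530 nm emission.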
M18AAP inhibitor: blocks P. falciparum M18 aspartyl aminopeptidase | recombinant PfM18AAP, H-Glu-NHMec fluorogenic cleavage | inhibition, % at 7.35 µM | 290,000 compounds, 1.2% hits;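 active = inhibition above the campaign mean inhibition over all tested compounds plus 3 SD, cut at about 28% in these data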;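 note: 0% = plate median of test compound wells and 100% = 2 mM ZnCl2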
Active calls of the source: *; . = no result given.

SMILES	NALP1 yeast inh	pCIP destab	VIM-2 inhibitor	IDE inh	PHOSPHO1 inh	GPR7 antag	IDE cell activ	IMP-1 inhibitor	M18AAP inhibitor
CS(=O)(=O)c1ccccc1C(=O)Nc1nc2ccccc2[nH]1	-40	3	-0.6	4	40	3	1	-2.0	-2
COc1ccccc1C(=O)COC(=O)c1ccccc1O	19	19	-0.5	6	11	-3	3	-2.6	5
CCCCCCCN1CCC(=O)N(CCO)CC1	2	2	-2.2	6	10	-6	1	-2.2	15
Cn1cc(C(=O)O)c(-c2ccc3c(c2)OCCCO3)n1	16	6	-1.0	2	16	-4	4	-1.9	-5
COc1cnn(-c2ccc(F)cc2)c(=O)c1Br	-18	-18	-2.7	3	30	-14	1	-2.6	-1
CN(C)S(=O)(=O)c1cccc(NC(=O)COC(=O)c2cc3ccccc3oc2=O)c1	-13	-8	-4.6	4	24	4	0	-4.7	-4
COc1cccc(NC(=O)CN(C)CC(=O)Nc2ccc(Cl)cc2[N+](=O)[O-])c1	2	-7	-2.1	4	24	-7	1	-5.2	3
Nc1nnc(SCc2nnc(-c3ccccc3)o2)s1	7	-8	-1.8	3	-24	6	-3	-0.9	-2
Cc1cc(C)nc(N2CCN(c3ncnc4c3cnn4Cc3ccc(Cl)cc3Cl)CC2)n1	15	-7	.	0	-10	.	.	.	.
CC(C)c1ccc(NC2CCCN(C(=O)CCc3cn[nH]c3)C2)cc1 (configuration not stated)	-3	-11	-3.3	.	37	-6	-4	-4.3	6
O=C(CN1CCN(c2ccccc2F)CC1)c1c[nH]c2ccccc12	-36	4	0.5	5	14	6	-1	-1.3	-1
Cc1ccc(C(=O)Nc2ccccc2Sc2ccccc2)cc1	35	-7	-2.1	6	-11	-12	5	0.1	-3
N/C(Cc1ccc([N+](=O)[O-])cc1)=N\OC(=O)c1ccc(Br)cc1	38	-11	-1.5	-4	5	-7	-5	-1.9	-11
Cc1nc2c(Br)c(C)nn2c2c1CCC2	14	2	1.6	0	36	-12	11	-4.6	2
Cc1cc(OCC(=O)NCc2ccccn2)cc(C)c1Br	20	-8	-2.9	2	-2	-2	4	-2.6	-1
Cc1sc2ncn(CC(=O)NCC(=O)N(C)C3CCCCC3)c(=O)c2c1C	4	11	-1.1	0	-4	-15	-8	-4.2	-3
COc1ccccc1N(CC(=O)NC1CCCC1)C(=O)c1oc(C(C)(C)C)cc1C	5	-5	-4.5	3	20	44*	9	-1.7	-2
O=C(NCCCN1CCCCC1)c1ccc2c(c1)NC(=O)C(N1CCOCC1)S2 (configuration not stated)	-6	-11	-0.3	3	-3	-14	4	-0.5	4
O=c1ccn(Cc2ccccc2)c2ccccc12	2	-24	.	-1	13	.	-2	.	.
O=c1c2cc(Cl)ccc2[nH]c(=S)n1Cc1ccco1	3	-8	-10	4	-8	-13	-10	-4.0	9
CCOc1cccc(=O)c2c(C)n(CC(=O)c3ccccc3)c(C)c12	3	-19	1.3	-4	39	1	1	-2.2	15
Cn1nccc1/C=N\NC(=O)c1ccc(Cl)cc1	2	-25	-1.4	6	9	-7	6	-5.8	-6
O=C(NCc1ccco1)c1cccc(S(=O)(=O)N2CCCCC2)c1	-6	-38	-2.5	-1	-1	-9	-3	-0.4	-5
COc1ccc(C(=O)N2CCN(CC(=O)N3CCOCC3)CC2)cc1	26	4	0.5	5	15	21	-2	-0.2	4
O=C(NC1CC1)C1CCN(C2CCN(C(=O)c3c(F)cccc3Cl)CC2)CC1	1	-1	-1.7	1	29	-6	3	-2.1	2
COc1ccc(OC)c(CNC(=O)CCc2nc(-c3cccs3)no2)c1	26	1	-2.4	1	-6	-3	7	-1.6	-4
Cc1ccc(S(=O)(=O)N2CCOC2CNC(=O)C(=O)NCCCN2CCOCC2)cc1 (configuration not stated)	5	-28	-2.1	-1	48	-15	6	-2.0	5
COc1ccc(CCNC(=O)c2n[nH]c3ccccc23)cc1	-2	-7	-2.7	4	13	-1	0	-6.1	6
COc1cc(C(=O)Nc2ccc(C(C)=O)cc2)c(Br)c(OC)c1OC	30	-5	-2.2	0	-8	-2	0	-1.5	0
CCCn1c(-c2cccc(F)c2)nc2c1c(=O)[nH]c(=O)n2Cc1ccccc1	14	0	-0.7	1	4	-3	2	-3.3	-4
CCc1ccc(NC(=O)Cn2c(=O)n(CCCC(=O)NCc3ccco3)c(=O)c3ccccc32)cc1	-5	-4	-2.3	-3	-40	-4	2	-1.1	1
CC1(C)Cc2c(cnn2-c2ccc(F)cc2)C(NC(=O)CCN2CCCCC2=O)C1 (configuration not stated)	2	-11	-1.8	.	12	12	0	-4.3	-6
CCOC(=O)c1ccc(NCC(O)COc2ccccc2)cc1 (configuration not stated)	4	5	0.8	6	-6	0	1	1.5	-13
COc1ccc(C2C(C(=O)c3ccco3)=C(O)C(=O)N2CCc2ccccc2)cc1OC (configuration not stated)	-24	-13	-2.3	-2	13	-10	1	-2.5	6
O=C(NN1C(=O)c2ccc3c4c(ccc(c24)C1=O)CC3)c1ccc(Br)cc1	11	6	-7.8	-1	12	-14	4	-1.4	-3
CCC(=O)Nc1ccc2nc3c(=O)[nH]c(=S)[nH]c3nc2c1	-10	-6	-5.7	3	23	-5	-3	-3.1	17
Cc1ccc(Nc2ncnc(-n3cccc3)n2)cc1Cl	-8	3	-2.9	1	-8	-15	7	-1.2	1
CC(NC(=O)C(=O)NCCc1c[nH]c2ccccc12)c1ccccc1 (configuration not stated)	20	-18	-3.2	1	11	-7	-1	-1.8	-1
COc1cccc(C2c3[nH]c4ccccc4c3C[C@H]3C(=O)N(c4ccccc4C(=O)N4CCC[C@H]4C(=O)O)C(=O)N23)c1 (some centres not stated)	20	2	-5.1	-4	13	-2	-4	-2.4	0
COc1ccc(OC)c(NC(=O)/C=C/c2ccccc2[N+](=O)[O-])c1	36	-4	1.7	3	7	-8	2	-4.0	8
CCOC(=O)c1ccc(Nc2nc(-c3cccnc3)nc3ccccc23)cc1	8	-12	0.4	2	35	-13	7	-2.2	3
COCc1ccccc1Cn1cnc2c1c(=O)n(C)c(=O)n2C	.	16	-1.4	3	13	-9	6	-2.7	1
COC(=O)C1=C(C)N(c2ccccc2)C(=S)NC1c1ccccc1C(F)(F)F (configuration not stated)	6	-18	-4.4	-1	48	-18	1	-2.9	-4
Cc1cc(C)nc(SCc2nnc(SCC(=O)Nc3ncc(C)s3)n2Cc2ccco2)n1	2	-4	1.4	-3	-26	5	-1	-1.0	1
OC(CN1CCCCCC1)CN(c1ccccc1)c1ccccc1 (configuration not stated)	2	8	-0.7	1	14	15	3	-0.9	3
CN1CCN(CCC(=O)Nc2ccccc2)CC1	12	-5	0.4	-6	19	-5	1	0.2	-8
N#Cc1ccsc1NC(=O)COC(=O)c1ccc(NC(N)=O)cc1	-25	1	-1.9	-5	47	0	-2	-2.5	-2
COc1ccc(C(=O)OC(C)CN2CCOCC2)cc1OC (configuration not stated)	-14	-8	-2.9	5	-1	-10	7	-2.9	0
Cc1occc1-c1nnc(SCCCC(=O)c2ccc(F)cc2)n1C	-42	5	-0.9	2	21	-7	-2	-2.2	-14
CCOc1c(C)cnc2c1c(=O)n(Cc1ccccc1Cl)c(=O)n2C	21	-2	-0.9	2	31	-14	9	-1.9	-2
Cc1cccc(C)c1NC(=O)CNCC(=O)Nc1c(C)cccc1C	22	-11	0.8	4	23	3	-3	-3.9	4
CC(=O)c1ccc(Nc2nc(C)cc(C)n2)cc1	11	-1	-0.2	-2	24	-11	-4	-3.3	-5
COc1ccc(CN2CCCC(CO)(Cc3ccc(F)cc3)C2)c(OC)c1OC (configuration not stated)	-21	17	-1.6	5	.	-11	-2	0.0	-5
O=[N+]([O-])c1ccc(Cl)c(-c2ccc(/C=N/c3c(-c4ccco4)nc4ccccn34)o2)c1	4	-3	-1.5	-3	36	-1	0	-1.6	10
COc1cccc2oc3ccc(C#CC4(N)CCCCC4)cc3c(=O)c12	8	-4	15*	1	10	0	-2	-1.3	-9
O=C(NCC1CCCO1)c1ccccc1 (configuration not stated)	.	-8	-2.1	2	5	5	-2	-4.0	-9
CC(Oc1ccc(-c2ccccc2)c(F)c1)c1ccn(S(=O)(=O)c2cccc3ccccc23)n1 (configuration not stated)	-6	-1	0.9	0	-28	-12	-3	-1.8	2
O=C(OCC(=O)N1CCc2ccccc21)c1cncc(Br)c1	15	23	-1.0	1	12	-5	1	-2.5	-3
COCC(C)NS(=O)(=O)c1ccc(C(=O)NC(Cc2ccccc2)c2ccccc2)cc1 (configuration not stated)	2	-44	-2.2	-3	35	20	-2	-3.5	0
COc1cc([N+](=O)[O-])cc2cc(C(=O)N3CCN=C3c3ccccc3)c(=O)oc12	21	4	-2.9	-9	-5	-8	2	-2.3	2

Rewritten with values ahead of the structure: entries from further up
NALP1 yeast inh | pCIP destab | VIM-2 inhibitor | IDE inh | PHOSPHO1 inh | GPR7 antag | IDE cell activ | IMP-1 inhibitor | M18AAP inhibitor | Structure
-21 | 17 | -1.6 | 5 | . | -11 | -2 | 0.0 | -5 | COc1ccc(CN2CCCC(CO)(Cc3ccc(F)cc3)C2)c(OC)c1OC (configuration not stated)
11 | 6 | -7.8 | -1 | 12 | -14 | 4 | -1.4 | -3 | O=C(NN1C(=O)c2ccc3c4c(ccc(c24)C1=O)CC3)c1ccc(Br)cc1

Further entries:
SMILES	NALP1 yeast inh	pCIP destab	VIM-2 inhibitor	IDE inh	PHOSPHO1 inh	GPR7 antag	IDE cell activ	IMP-1 inhibitor	M18AAP inhibitor
Nc1cccc(C(=O)N/N=C/c2ccsc2)c1	5	1	-5.1	2	2	0	3	-0.6	-1
COc1ccc(S(=O)(=O)N2CCCC(C(=O)N3CCOCC3)C2)cc1Cl (configuration not stated)	13	-1	-1.0	-6	38	-13	0	-2.5	-7
CCC(=O)Nc1cc2[nH]c(=O)cc(C)c2cc1C	9	0	-1.0	0	34	-6	3	-2.1	-15
Cc1[nH]nc(SCC(=O)N2CCCC2)c1[N+](=O)[O-]	0	12	0.1	-3	2	12	4	-1.9	-4
CCCc1nc2sc3c(c2c(=O)n1NC(=O)c1ccco1)CC(C)(C)OC3	24	-17	-2.4	1	-6	8	6	-0.6	6
Cc1ccc(C(=O)N2CCN(c3ncc(C(F)(F)F)cc3Cl)CC2)s1	-3	-12	-4.0	.	4	-1	-2	-0.8	6
COC(=O)c1nn(-c2ccc(-c3ccccc3)cc2)cc1O	20	-2	-1.6	-2	11	2	7	-2.8	3
CO/N=C(\C(=O)O)c1csc(NN=C(C)C)n1	-4	-6	-5.6	2	32	-2	-2	-3.9	41*
Cc1ccc(C(C)C)c(OCC(O)CN(C)Cc2ccccc2)c1 (configuration not stated)	15	-15	-3.9	2	-12	16	4	-3.9	4
CCC(=O)N1c2ccc(S(=O)(=O)CCC(=O)Nc3ccc(OC)cc3OC)cc2CC1C (configuration not stated)	0	-15	-2.5	4	-30	4	1	-1.1	-2
COc1ccc(-c2csc(N3CCN(c4cc5c(cc4Cl)nc(-c4ccncc4)n5CCOCCO)CC3)n2)cc1	7	0	0.0	3	-19	-1	1	-1.6	27
O=C(Cc1cccs1)Nc1nnc(Cc2ccc(F)cc2)s1	-1	-8	-3.8	.	2	6	.	-4.3	-1
O=C(COC(=O)CCS(=O)(=O)c1ccc(Cl)cc1)NCCc1ccc(Cl)cc1Cl	27	9	-5.6	-2	23	-14	-2	-1.9	6
O=C(Nc1ccc2c(c1)OCO2)C1CCCCN1S(=O)(=O)c1ccc(F)cc1 (configuration not stated)	-15	-2	-1.1	3	-14	-1	7	0.1	-5
